# Screening data from PubChem.
# IMPase cell inh: membrane-permeable compound that blocks inositol monophosphatase; P97697; CHO-M1 cells, IP1 accumulation, HTRF TR-FRET ratio; inhibition (IP1 accumulation), % at 46.1 µM; 120,000 tested, under 10 active; active = well fitted curve in the direction sought with a large enough effect in the signal ratio, not every such curve was filed as active; inconclusive = small, poorly fitted or top-dose-only effect, or a change in a side signal; inactive = no such curve, though single readings can be large or run the other way; the % refers to the signal ratio;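 also: cells stimulated with carbachol in lithium chloride buffer; plate controls were DMSO basal wells for no effect and reference inhibitor wells for full effect; higher means more IMPase inhibition seen as more IP1 and lower FRET ratio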
# Target sequence (P97697 whole entry, looked up): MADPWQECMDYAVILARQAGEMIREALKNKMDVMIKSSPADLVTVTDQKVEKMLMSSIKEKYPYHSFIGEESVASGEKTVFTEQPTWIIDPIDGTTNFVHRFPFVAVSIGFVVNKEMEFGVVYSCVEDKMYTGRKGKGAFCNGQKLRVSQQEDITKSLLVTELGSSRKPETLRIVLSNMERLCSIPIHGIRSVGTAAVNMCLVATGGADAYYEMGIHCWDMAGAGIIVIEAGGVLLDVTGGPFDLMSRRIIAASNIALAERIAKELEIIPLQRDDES
#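 Cellular IMPase inhibition is scored as a rise in cytosolic IP1, detected by competitive TR-FRET between d2-labelled IP1 and a europium anti-IP1 antibody. M1-expressing CHO cells were stimulated with carbachol for 30 min at 37C, with lithium (50 mM LiCl) present in the buffer.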
# PNC assembly inh: inhibitors of perinucleolar compartment assembly. actives 3.1% (n = 140,000). PC3M PTB-GFP, PNC prevalence imaging, 16 h; active compounds read low. activity change (PNC), negative = inhibition, % at 10 µM;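 active = readout at or below -70, meaning at least 70% loss of cells showing the perinucleolar compartment, a nuclear body marking cancer cells; inconclusive = readout between -30 and a set limit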;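 also: plate controls were DMSO wells for no effect and camptothecin positive control wells for full effect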
#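 Read-out is percentage of cells bearing a perinucleolar compartment, from automated 20x imaging of fixed, Hoechst-stained PC3M PTB-GFP cells. Cells were seeded 4 h, then exposed 16 h to compound (23 nl of library stock) in duplicate plates.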
# ALOX12 inhib: blocks human 12-lipoxygenase activity | purified 12-hLO, xylenol orange hydroperoxide absorbance | Potency, µM (highest dose often 57.1 µM), without a hit: top-dose activity change, negative = inhibition, usual class: inhibitors | actives 0.12% (n = 150,000) | AID 1452; also: potency is read from the fitted curve at half-maximal effect; nearly all actives have a fitted effect of over 55% in size; many of its hits are not listed in these tables
#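 Lipoxygenase turnover measured by absorbance at 573 and 405 nm after Fe-XO development. Human 12hLO 150 nM, arachidonate 40 uM, pH 7.0 Hepes buffer with detergent; 15 min compound preincubation, 30 min reaction.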
# 15-hLO-2 inh: blocks human 15-lipoxygenase 2 activity; actives 0.56% (n = 110,000); AID 881; O15296; Potency, µM (series often up to 57.1 µM), without a hit: at the highest dose activity change, negative = inhibition, usual class: inhibitors; purified 15hLO-2, xylenol orange hydroperoxide absorbance; also: potency is read from the fitted curve at half-maximal effect; nearly all actives have a fitted effect of over 60% in size; many of its hits are not listed in these tables
# Target sequence (O15296 whole entry, looked up): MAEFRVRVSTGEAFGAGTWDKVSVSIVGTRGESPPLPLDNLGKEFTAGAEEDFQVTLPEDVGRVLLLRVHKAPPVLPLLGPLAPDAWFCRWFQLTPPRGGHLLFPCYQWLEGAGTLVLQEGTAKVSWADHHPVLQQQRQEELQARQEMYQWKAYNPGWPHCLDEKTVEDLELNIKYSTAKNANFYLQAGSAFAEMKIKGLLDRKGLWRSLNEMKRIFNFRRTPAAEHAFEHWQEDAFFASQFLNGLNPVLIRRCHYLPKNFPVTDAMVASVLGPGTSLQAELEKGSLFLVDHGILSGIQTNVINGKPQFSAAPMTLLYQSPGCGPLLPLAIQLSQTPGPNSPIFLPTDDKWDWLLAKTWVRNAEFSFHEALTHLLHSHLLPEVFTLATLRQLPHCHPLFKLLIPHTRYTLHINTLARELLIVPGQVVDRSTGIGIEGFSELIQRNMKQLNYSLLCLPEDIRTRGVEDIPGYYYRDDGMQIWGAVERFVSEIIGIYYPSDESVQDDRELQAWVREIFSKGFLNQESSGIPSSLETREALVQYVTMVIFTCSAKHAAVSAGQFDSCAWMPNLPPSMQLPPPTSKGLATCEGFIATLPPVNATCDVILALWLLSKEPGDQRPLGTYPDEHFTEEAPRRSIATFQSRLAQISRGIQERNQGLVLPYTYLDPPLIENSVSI
#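 Read-out: hydroperoxide product oxidises ferrous iron, measured as xylenol orange complex via the 573-to-405 nm absorbance ratio after 30 min. Reaction: 50 nM enzyme, 15 min compound preincubation, 45 uM arachidonic acid, 90 min RT, Hepes pH 7.5 with Triton X-100.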
# The depositor's hits bear a star; ? = inconclusive; . = not tested or not shown; [ ] = dose if it differs, or a comment. Unless noted, calls follow the shape of the dose curve; as a rule, active = well fitted curve in the direction sought with a large enough effect; inconclusive = small, poorly fitted or top-dose-only effect, or another doubt; inactive = no such curve, though single readings can be large; an effect the other way counts as inactive or inconclusive. Unless noted, % is scaled to controls: 0 for no effect and ±100 for the full control effect. Not all compounds are listed (hit frequency here may not be typical).
SMILES,IMPase cell inh,PNC assembly inh,ALOX12 inhib,15-hLO-2 inh
Cc1ccc(-n2c(C)cc(/C=N/Nc3ccc([N+](=O)[O-])cn3)c2C)cc1,5,14,-14%,?
CSCCC(NC(=O)C1CCC(C)CC1)C(=O)O (stereo not given),13,0,14%,-1%
O=C1/C(=C/c2cccnc2)SC(=S)N1Cc1ccco1,.,.,-2%[11.4 µM],-6%[11.4 µM]
CC(C)(C)C(=O)N1CCC(O)(CS(=O)(=O)Cc2ccc(Cl)cc2)CC1,4,11,-10%,-2%
CCOC(=O)CSc1ncnc2c1c(-c1ccccc1)cn2-c1ccc(OC)cc1,2,?,1%,.
CC(C)(C)N(C=C(Cl)Cl)C(=O)NC1CCCCC1,3,6,-4%,1%
c1ccc2c(c1)NC1(CCCCCC1)n1c-2nc2ccccc21,-13,?,3%,3%
C=CCn1c(C)cc(C(=O)COC(=O)c2ccc(N)c([N+](=O)[O-])c2)c1C,0,-4,-2%,.
Cn1cccc1-c1nc2ccc(NC(=O)c3ccccc3)cc2[nH]1,5,?,-5%,-5%
C=C(C)CNC(=S)N/N=C/C1=CCC2CC1C2(C)C (stereo not given),3,-25,?,.
Cc1sc2c(c1C)C(=O)NC(c1cccc(O)c1)N2 (stereo not given),7,-12,-10%,-13%
Cc1ccc(N=Cc2c(O)n(C)c(=O)n(C)c2=O)nc1,-3,-6,-6%,0%
Cc1ccc(Cl)cc1NC(=O)Cn1cc2c(n1)CCCC2,-8,5,-7%,3%
CNC(=O)C1CC(=O)N(CCCc2ccccc2)C(=Nc2ccccc2)S1 (stereo not given),0,?,-9%,7%
Cc1ccc(Cl)cc1-n1c(=O)cc(N2CCN(C(=O)c3ccco3)CC2)[nH]c1=O,7,-30,0%,.

# Limited to 15-hLO-2 inh and IMPase cell inh, for some of the entries so far:
Molecule | 15-hLO-2 inh | IMPase cell inh
O=C1/C(=C/c2cccnc2)SC(=S)N1Cc1ccco1 | -6%[11.4 µM] | .
CC(C)(C)C(=O)N1CCC(O)(CS(=O)(=O)Cc2ccc(Cl)cc2)CC1 | -2% | 4

# Remaining list, next part:
SMILES,IMPase cell inh,PNC assembly inh,ALOX12 inhib,15-hLO-2 inh
COc1ccc(OCC(O)CNC(=O)c2ccccc2C(=O)O)cc1 (stereo not given),.,1,-2%,.
COC(=O)c1ccc(Sc2ccccc2NS(=O)(=O)c2ccc(OC)cc2)nc1,14[1.84 µM],1,-2%,9%[11.4 µM]
CN(C)c1nc(N)nc(CSc2nnnn2-c2ccc(F)cc2)n1,3,?,7%,5%
CC(C)(C)P(=O)(CO)c1ccccc1 (stereo not given),3,-26,1%,0%
O=C(CNC(=O)COc1ccccc1)NCc1ccccc1F,-3,-25,0%,.
COc1ccc(S(=O)(=O)N(C)CC(=O)N2CCN(C)CC2)cc1C,1,-7,3%,5%[2.29 µM]
Cn1c(CNC(=O)c2ccco2)nnc1SCC(=O)N1c2ccccc2Sc2ccccc21,5,-1,-3%,0%
Cc1ccc(N/C(CSC(N)=O)=N\S(=O)(=O)c2ccc(C)cc2)cc1,-7,3,-5%,-3%
Cc1ccccc1-c1ccc(C(=O)Nc2cccc(F)c2)o1,.,49,-1%,.
Cc1cc(OCCN2CC(C)OC(C)C2)ccc1[N+](=O)[O-] (stereo not given),4,104,3%,7%
CC(=O)N1CCc2cc(S(=O)(=O)NCCN3CCC(C)CC3)ccc21,-6,27,3%,8%
N#Cc1cc2c(nc1SCC(=O)Nc1sc3c(c1C#N)CCC3)CCCCC2,?,?,-1%,-4%
Cc1occc1C(=O)Nc1cc(=O)n(C)c(=O)n1C,-7,?,-4%,-1%
CCOC(=O)CCSc1nnc(-c2cccnc2)n1-c1ccccc1OC,-6,?,2%,0%
COc1ccc(N(C)C(=O)CC2(CC(=O)O)CCCCC2)cc1,-5,44,0%,4%
CC(C(N)=O)N1C(=O)c2cccc3cccc1c23 (stereo not given),-3,33,-1%,-11%
COCCn1nnnc1CN(CCc1ccccc1)Cc1cc2ccc(C)cc2[nH]c1=O,7,?,-8%,-1%
Cc1cccc(N(C(=O)c2csnn2)C(C(=O)NC(C)(C)C)c2cccs2)c1 (stereo not given),-10,-30,1%,-11%
Cc1ccccc1C(=O)NC(NC(=S)Nc1ccc(S(N)(=O)=O)cc1)C(Cl)(Cl)Cl (stereo not given),.,10,-4%,.
CCn1nnnc1-c1ccc(OC)c(S(=O)(=O)NCCc2ccccc2)c1,-5,6,-8%,-1%
Cc1c(Cl)cccc1NC(=O)CN1CCC(NC(=O)C2CCCCC2)CC1,-5,?,-1%,4%
Cc1cc(C)nc(SCc2nnc(SCC(=O)Nc3nccs3)n2Cc2ccco2)n1,5,?,-11%,-1%
CC(C)=CCNc1ncnc2c1c(C#N)cn2[C@H]1O[C@@H](CO)[C@@H](O)[C@@H]1O,.,.,-2%[11.4 µM],-21%[11.4 µM]
CN(C)c1cccc(NC(=O)CCc2ccccc2)c1,3,12,-7%,-8%
O=C(CN1C(=O)CSC1=O)Nc1ccc(C(=O)O)cc1,5,25,0%,9%
Cc1cc(C(=O)NCc2ccc(S(N)(=O)=O)cc2)ccc1[N+](=O)[O-],.,46,0%,.
COc1cccc(C(=O)N(Cc2ccc(N(C)C)cc2)C2CCS(=O)(=O)C2)c1 (stereo not given),10,-15,0%,-1%
CCCCCCCOc1ccc(OC(=O)c2cccnc2)cc1,-5,2,7%,12%
N#CC1=C2SCN(Cc3ccco3)CN2C(=O)CC1c1ccccc1F (stereo not given),0,24,-1%,?
Cc1ccc(OCC(=O)NNC(=O)C(C)Sc2ncnc3sc(C)c(C)c23)cc1 (stereo not given),-4[1.84 µM],?,-2%,4%[11.4 µM]
Cc1[nH]n(-c2cccc(Cl)c2)c(=O)c1/C=N/n1c(C)nc2ccccc2c1=O,-1,28,-1%,48%[activator]
Cc1onc(-c2c(F)cccc2Cl)c1C(=O)Nc1nc2ccccc2[nH]1,6,4,2%,36%[activator]
Cc1ccc(-c2nn(-c3ccccc3)cc2CSC(=N)N)cc1,1,46,-12%,2%
c1ccn(-c2ccc(N3CCOCC3)cc2)c1,-2,0,-9%,-2%
O=[N+]([O-])c1cccc(/C=C/c2nc3ccc([N+](=O)[O-])cc3[nH]2)c1,-1,31,-4%,-9%
CCN1CCC(=NNC(=O)c2ccco2)CC1,-2,-25,3%,4%
COC(=O)CSc1ncnc2c1cnn2Cc1ccccc1,?,-1,-5%,-8%
CCc1ccccc1NC(=O)N1C2CCCC1CC(NC(C)=O)C2 (stereo not given),0,?,-2%,-4%
Cc1occc1C(=O)Nc1sc2c(c1C(N)=O)CCC(C(C)(C)C)C2 (stereo not given),1,-13,1%,-14%
c1nc(NC2CCNCC2)c2cc(-c3ccc4c(c3)OCO4)ccc2n1,.,.,5%,18%
O=S1(=O)c2ccccc2N=NN1Cc1ccc(Cl)c(Cl)c1,8,-22,?,-24%
CC(=O)c1cccc(N(CC(=O)N2CCCC2)S(C)(=O)=O)c1,12,36,-1%,4%
CC(C(=O)NC1CCCc2ccccc21)N1CCN(c2ccc(F)cc2)CC1 (stereo not given),-5,-4,-1%,.
CCS(=O)(=O)N1CCN(C(=O)c2cccc(OC)c2)CC1,10,6,-8%,0%
COC(=O)CN1C(=S)N(C)C(=O)C1CC(=O)Nc1ccccc1 (stereo not given),.,4,4%,.
O=C(O)CN1CCN(Cc2ccccc2Cl)C1=O,7,-22,3%,3%
CCOC(=O)N1CCN(C(=O)CN(C2CCCCC2)S(=O)(=O)c2ccc(F)cc2)CC1,-8,1,0%,0%
CCn1ncc(Br)c1C(=O)Nc1ccc(Cl)cn1,-9[1.84 µM],27,1%,2%[11.4 µM]
CCOc1ccc2nc(N)sc2c1,.,.,3%,-15%
COC(=O)c1ccccc1-c1ccc(/C=N/NC(=O)c2cc3ccccc3o2)o1,.,-26,-4%,.
CCN1CCN(S(=O)(=O)c2ccc(S(=O)(=O)N(CC)Cc3ccccc3)cc2)CC1,5,1,-16%,12%
O=c1c(-c2ccc(Cl)cc2)nc2cncnc2n1Cc1ccccc1,.,.,-2%,-5%
CC(C)c1nnc(NC(=O)CCCC(=O)O)s1,3,-9,11%,2%
CNC1C(O)C(O[C@H]2C(O)[C@@H](OC3OC(CN)=CCC3N)[C@H](N)C[C@@H]2N)OC[C@]1(C)O (stereo not given in full),.,.,-1%,1%
COc1cc(C2c3cc4c(cc3C(OC3OC5COC(C)O[C@@H]5C(O)C3O)C3COC(=O)C23)OCO4)cc(OC)c1O (stereo not given in full),.,.,-2%,-2%
Cc1nc(COC(=O)c2c(C)nn(-c3ccccc3)c2C)cs1,-2,27,-1%,5%
Cc1ccc2oc(=O)c3cc(C(=O)NCCN4CCN(C)CC4)sc3c2c1,-3,-3,9%,-1%
CCCCN(CC)CCCNC(=S)Nc1ccc2nc3n(c(=O)c2c1)CCCCC3,13,-27,8%,.
Cc1cccc(NC(=O)c2cc(NC(=O)c3ccco3)ccc2Cl)n1,5,-110*,-2%,3%
CC12CN3CCN(CC(C3)C1(O)CN1CCOCC1)C2 (stereo not given),11,-5,-3%,5%

# (more compounds)
SMILES,IMPase cell inh,PNC assembly inh,ALOX12 inhib,15-hLO-2 inh
CCOC(=O)C1=C(C)Nc2ccccc2N=C1NC(=O)Cc1ccc(Br)cc1,-5,-16,-2%,.
CC1=NN(c2ccc(N)cc2)C(=O)C1,-1,34,-6%,-17%
Cc1cccc[n+]1CC(=O)/C=C1\N(C)c2ccccc2C1(C)C,.,?,3%,.
Cc1nnc(NC(=O)CSc2nnc(Cc3ccccc3)n2-c2ccccc2)s1,-6,-30,-1%,-3%
CN(C)/C(CN1CCN(C=O)CC1)=C1\N=C(c2ccccc2)OC1=O,-1,5,-1%,-13%
COCCn1c(SCC(=O)Nc2cc(Cl)ccc2OC)nc2c(c1=O)SC(C)C2 (stereo not given),2,?,-8%,.
CC(C)NC(=S)NC(=O)/C=C/c1ccc(F)cc1,.,-13,0%,.
COc1ccc(/C=C2\SC(=O)N=C2N)cc1,.,-104*,0%,.
COc1ccc(N(CC(=O)Nc2cc(Cl)ccc2OC)S(=O)(=O)c2c(C)noc2C)cc1,10,?,-6%,-6%
CN1C(=S)SC(N2OC3C(=O)N(c4ccccc4)C(=O)C3C2c2ccccc2)C1(C)C (stereo not given),4,-27,1%,.
CCOC(=O)C1=C(C)NC(=O)NC1c1cccc(O)c1 (stereo not given),-4,?,-2%,-3%
CCOC(=O)Nc1ccc(S(=O)(=O)Nc2nccc(C)n2)cc1,-6,?,-1%,0%
Cc1ccc(N(C(=O)c2cccs2)C2C=CS(=O)(=O)C2)cc1 (stereo not given),-1,-26,-5%,-8%
CC(C)COP(=O)(CNC(=O)CN1C(=O)c2ccccc2S1(=O)=O)OCC(C)C,.,-82*,0%,.
Cc1cccc(C(=O)N2CCC(=O)N([C@H](COCc3cccc(C(F)(F)F)c3)Cc3ccccc3)CC2)c1,.,.,-3%[0.00818 µM],10%[0.0915 µM]
CCOC(=O)N1CCN(C(=O)c2cccc(OC)c2O)CC1,-2,3,-4%,-4%
COc1cc(NC(=O)/C=C/c2ccccc2[N+](=O)[O-])cc(OC)c1,-3,54,-2%,.
CCN(CC)C(=O)Cn1c(=O)c2ccccc2n2c(=S)sc(-c3cccc(C)c3)c12,3,17,1%,.
CN(C)c1ccc(-c2nc(Nc3ccncc3)c3ccccc3n2)cc1,.,.,-16%,15%
CCN1C(=O)c2cccc3c(NS(=O)(=O)c4ccc(NC(C)=O)cc4)ccc1c23,8,8,-7%,-9%
CCOc1ccc2nc(SCc3ccccc3C#N)sc2c1,-3,19,-6%,-5%

# 3 entries out of the list above, arranged by the value under IMPase cell inh, rising.
SMILES | IMPase cell inh | ALOX12 inhib | 15-hLO-2 inh
COc1cc(NC(=O)/C=C/c2ccccc2[N+](=O)[O-])cc(OC)c1 | -3 | -2% | .
CCN(CC)C(=O)Cn1c(=O)c2ccccc2n2c(=S)sc(-c3cccc(C)c3)c12 | 3 | 1% | .
CCN1C(=O)c2cccc3c(NS(=O)(=O)c4ccc(NC(C)=O)cc4)ccc1c23 | 8 | -7% | -9%
